Tat export inh: E. coli Tat transport inhibition | E. coli MC4100 TorA-mCherry Tat export, fluorescence | inhibition, % at 10 µM | 340,000 compounds, 0.036% hits;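 active = mean replicate inhibition at least 50% and at least half of replicates individually reaching 50%; inconclusive = only one of the two criteria met; inactive = neither criterion met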;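 note: exported cargo escapes ClpAP degradation while cytoplasmic cargo is degraded and loses fluorescence; 0% = median of neutral control wells and 100% = median of NaSCN control wells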
AddAB inh: less growth of phage-infected E. coli with AddAB. E. coli expressing H. pylori AddAB, absorbance growth. inhibition, % at 11.9 µM. 330,000 compounds, 0.29% hits. AID 435030; in the data active = inhibition above about 12%;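 note: 0% = vehicle wells of infected cells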
PKA-R2B act: PKA-R2B complex activation. P22694+P31323. PKA-R2B holoenzyme dissociation, Cy5-IP20 fluorescence polarization; R2B truncated from residue 108, S112A mutant; 0% DMSO only, 100% 113 µM cGMP. AID 504700. 340,000 compounds, 0.079% hits. activation, % at 11.4 µM;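 active = activation above a cutoff set at the mean over all compounds plus 3 SD, cut at about 18% in these data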;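 note: higher means more holoenzyme dissociation and a rise in polarization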
Target sequence (P31323 whole entry, looked up, other chains not shown, the tested form may be a part): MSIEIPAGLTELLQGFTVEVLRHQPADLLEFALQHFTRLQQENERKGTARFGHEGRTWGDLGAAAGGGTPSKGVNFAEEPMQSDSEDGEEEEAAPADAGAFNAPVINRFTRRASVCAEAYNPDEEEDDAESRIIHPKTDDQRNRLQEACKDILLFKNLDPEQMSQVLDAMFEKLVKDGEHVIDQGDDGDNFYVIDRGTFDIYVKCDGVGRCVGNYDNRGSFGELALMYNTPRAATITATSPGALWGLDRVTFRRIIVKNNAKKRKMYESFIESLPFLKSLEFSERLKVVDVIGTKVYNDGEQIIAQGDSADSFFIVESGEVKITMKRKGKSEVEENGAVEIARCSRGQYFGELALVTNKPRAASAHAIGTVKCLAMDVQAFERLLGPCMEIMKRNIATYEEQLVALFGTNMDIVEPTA
Ecoli viability: counter-screen for AddAB inhibitors: E. coli growth inhibition | 330,000 compounds, 0.27% hits | inhibition, % at 11.9 µM | AID 449728 | E. coli V3065 growth, OD600 absorbance, 18 h;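 active = inhibition above the campaign's mean inhibition across all tested compounds plus 3 SD, cut at about 9.9% in these data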;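 note: uninfected addAB+ strain grown without phage in ampicillin broth; 0% = DMSO wells and 100% = ciprofloxacin 0.95 µg/ml wells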
HTR5A inv ag: HTR5A inverse agonism, opioid heterodimer counter-screen | inhibition, % at 9.3 µM | HTR5A cell line, luminescence | 340,000 compounds, 0.083% hits | AID 504634 | P47898; in the data active = inhibition mostly above about 23%, no sharp cut-off; inactive = mostly below about 18%;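 note: 0% = cells with DMSO and 100% = no-cell wells with DMSO; some compounds called inactive have numbers as strong as hits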
CDK5 inh: inhibitors of human CDK5/p35 kinase; inhibition, % at 10 µM; 330,000 compounds, 0.01% hits; Recombinant CDK5/p35, ADP-Glo luminescence, 60 min; AID 488839; Q00535+Q15078;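 active = highest replicate inhibition of at least 50% and at least 75% of replicates reaching 50%; inconclusive = only one of the two criteria met; inactive = both criteria failed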;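 note: plate controls were DMSO neutral control for no effect and GW8510 at 10 µM for full effect; many of its hits are not listed in these tables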
Target sequence (Q00535 whole entry, looked up): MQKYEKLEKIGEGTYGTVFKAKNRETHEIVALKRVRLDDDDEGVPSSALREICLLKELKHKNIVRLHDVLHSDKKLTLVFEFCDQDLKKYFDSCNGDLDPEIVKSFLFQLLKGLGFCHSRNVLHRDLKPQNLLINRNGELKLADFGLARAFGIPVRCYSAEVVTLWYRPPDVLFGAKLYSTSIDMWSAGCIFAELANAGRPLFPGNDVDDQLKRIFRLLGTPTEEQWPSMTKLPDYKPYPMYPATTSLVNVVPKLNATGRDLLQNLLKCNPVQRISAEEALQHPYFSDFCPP
Target sequence (Q15078 whole entry, looked up): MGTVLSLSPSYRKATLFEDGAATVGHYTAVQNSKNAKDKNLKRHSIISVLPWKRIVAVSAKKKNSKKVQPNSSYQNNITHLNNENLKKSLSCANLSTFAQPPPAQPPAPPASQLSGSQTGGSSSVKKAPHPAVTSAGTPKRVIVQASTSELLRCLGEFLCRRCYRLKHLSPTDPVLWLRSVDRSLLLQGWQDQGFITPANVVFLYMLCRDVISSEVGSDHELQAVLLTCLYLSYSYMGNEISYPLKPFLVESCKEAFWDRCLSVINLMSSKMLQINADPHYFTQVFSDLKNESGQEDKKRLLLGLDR
phage Ecoli inh: E. coli growth loss with phage present | growth absorbance | inhibition, % at 11.9 µM | 360,000 compounds, 0.26% hits | AID 651602; in the data active = inhibition above about 11%
PKA-R1A act: activators of PKA-R1A complex; P00514+P68181; PKA-R1A dissociation, Cy5-IP20 fluorescence polarization; scaled: DMSO 0%, 113 µM cGMP 100%; activation, % at 11.4 µM; 340,000 compounds, 0.083% hits;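 active = percent activation above the mean of all tested compounds plus 3 SD, cut at about 19% in these data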;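 note: higher means more PKAc released from R1A so a rise in polarization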
HTR5A ag ctr: HTR5A agonism, opioid heterodimer counter-screen. HTR5A agonist assay, luminescence, cell-based. activation, % at 9.3 µM. 340,000 compounds, 0.61% hits; in the data active = activation mostly above about 9.5%, no sharp cut-off; inactive = mostly below about 7.6%;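 note: 0% = cells with vehicle only and 100% = reference agonist; strong numbers were not always called active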
DAGLB inhibitor: blocks human DAGLB lipase activity; HEK293T DAGLB membrane lysate, EnzChek fluorogenic substrate; inhibition, % at 5.17 µM; 340,000 compounds, 0.059% hits; in the data active = inhibition above about 34%;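 note: 0% = enzyme with vehicle and 100% = wells lacking enzyme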
SUMO Mot1 rescue: blocks SUMOylation pathway, rescuing yeast Mot1-301 growth | growth rescue, % at 18.8 µM | 320,000 compounds, 1% hits | AID 2716 | S. cerevisiae Mot1-301 growth rescue, ATP luminescence, 38.5C; percent above DMSO median, 100 means doubled;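 active = every valid replicate shows activation above 250% relative to neutral control wells; inactive = the rest, any valid replicate at or below 250%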;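 note: OY570 slx delta 5 strain wells were the positive control but not used for scaling; some compounds called inactive have numbers as strong as hits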
* hit, by the source's call; ? = inconclusive; / = not tested or not shown.

SMILES | Tat export inh | AddAB inh | PKA-R2B act | Ecoli viability | HTR5A inv ag | CDK5 inh | phage Ecoli inh | PKA-R1A act | HTR5A ag ctr | DAGLB inhibitor | SUMO Mot1 rescue
N#Cc1cc(Oc2ccc3ccccc3c2)c(-n2nnc3ccccc32)cc1C#N | -10 | 1.7 | -3 | -1.4 | -3 | 0.4 | 0.8 | 3 | -1 | 0 | 1
C=CCn1cccc(C(=O)Nc2ccc(SC)cc2)c1=O | -4 | -0.9 | 12 | 0.4 | 3 | 0.6 | 1.4 | -4 | -1 | -2 | -9
O=S(=O)(NCCOc1ccccc1F)c1cccc(Br)c1 | -2 | 0.1 | -4 | -1.0 | -14 | -0.9 | 1.7 | -15 | 6 | 3 | 29
O=C(O)c1ncn(Cc2ccccc2)c1C(=O)O | -3 | 1.4 | 4 | 0.7 | -4 | 0.2 | 1.2 | 6 | 5 | 1 | -22
NC(=O)c1cc2cc(Cl)ccc2oc1=O | 5 | -0.9 | -5 | 0.6 | 18 | -1.6 | 3.9 | 4 | 1 | -1 | -20
CCOC(=O)c1sc(-c2cccs2)nc1C | 2 | 0.2 | -1 | 0.4 | -7 | 0.2 | 1.5 | 1 | 2 | -8 | 25
CCc1ccc(CN2CCN(S(=O)(=O)Cc3ccccc3)CC2)cc1 | 3 | 3.3 | 5 | -1.4 | -21 | -0.8 | -0.8 | -4 | 3 | -6 | 8
Cc1ccc2cccnc2c1N | -5 | 3.0 | 4 | 1.7 | 9 | -0.5 | -2.6 | 12 | -1 | -1 | -6
N#Cc1ccc(NC2c3ccccc3CC2O)cc1 (stereo not given) | -14 | / | 1 | / | -6 | 0.7 | 2.1 | -2 | 2 | 0 | /
C=C(C)[C@H]1CC=C(C)C(=O)C1 | -7 | 1.9 | 7 | -0.5 | -22 | 0.7 | 1.7 | -3 | 5 | -1 | -15
COc1cc(NC(=S)NCCc2ccccc2)c(OC)cc1NC(=O)CC(C)C | -2 | 0.3 | -5 | 2.5 | -36 | -1.9 | 2.4 | -4 | 4 | -3 | -10
O=C(c1cc(-c2ccco2)on1)N1CCc2ccccc2C1 | -3 | 1.3 | 0 | -1.2 | 9 | -1.1 | 2.3 | -4 | 1 | 10 | 255
Cc1nnc(SCC(=O)N2CCCC2)n(N)c1=O | -1 | 0.2 | 0 | -0.3 | -21 | 0.6 | 1.6 | -10 | 4 | -1 | -14
CNc1nc(N(C)C)nc(N(C)C)n1 | 2 | -0.2 | 0 | 0.1 | -9 | 0.4 | 3.0 | -5 | 2 | 2 | -14
Cc1ccc(NC2=C(NCCO)C(=O)c3ccccc3C2=O)cc1 | 8 | 2.9 | -2 | -0.8 | -24 | 0.4 | 0.9 | 2 | 4 | 8 | -1
CN(C)C(CNC(=O)c1ccc(NC(=O)c2cccs2)cc1)c1ccccc1 (stereo not given) | -1 | 2.2 | -3 | -0.8 | -17 | -0.6 | -0.9 | 5 | -3 | 0 | -1
C=CCn1c(SCCOc2ccc(OC)cc2)nnc1C(C)NC(=O)c1ccc(OC)cc1 (stereo not given) | 4 | 3.3 | -10 | 0.7 | 4 | -1.8 | 2.6 | -7 | -1 | 0 | 47
Cc1cccc(NC(=O)C2CC(=O)n3cnnc3S2)c1 (stereo not given) | -7 | -0.3 | 6 | 0.6 | 11 | -1.4 | -0.6 | 0 | 3 | 1 | /
Cc1ccccc1NC(=O)CCc1c(C)nn(-c2ccc(N3CCOCC3)nn2)c1C | 5 | 3.9 | -5 | 1.0 | -10 | -2.8 | 1.1 | 1 | -2 | -1 | 4
Cc1cccc(N(CC(=O)NCc2ccco2)C(=O)CNS(=O)(=O)c2ccc(F)cc2)c1 | 1 | 3.0 | -1 | 3.8 | -10 | -4.1 | 2.6 | -14 | 3 | 0 | 8
COc1ccc(C(C(=O)NC2CCCC2)N(C(=O)c2snc(C(N)=O)c2N)c2cccc(O)c2)cc1 (stereo not given) | 3 | 4.4 | 4 | 1.4 | -28 | -2.6 | / | -3 | 3 | 0 | 195
O=S(=O)(c1cccs1)N1CCN(Cc2cccc(F)c2)CC1 | 6 | -1.3 | -6 | -1.9 | -2 | 0.1 | 3.3 | 3 | 0 | -1 | 10
OCCNCc1ccc(OC2CCCC2)cc1 | 1 | -0.8 | 1 | 1.3 | -12 | -1.2 | 2.9 | 10 | 2 | -5 | -9
Nc1nc(SCC(=O)Nc2ccc([N+](=O)[O-])cc2Br)n[nH]1 | -5 | 3.1 | 0 | 1.4 | -10 | 0.0 | 5.4 | -9 | 3 | 2 | 9
O=C(NC(=S)Nc1ccccc1N1CCN(C(=O)c2ccccc2)CC1)c1cccs1 | 7 | 4.5 | 9 | 0.8 | 18 | -1.3 | 2.4 | -10 | -4 | -2 | 0
O=C(O)c1ccc2c(c1)C(=O)N(CCc1c[nH]c3ccccc13)C2=O | -4 | / | -3 | / | -5 | 0.4 | 1.8 | 12 | 2 | 1 | 16
O=C(C1CCCN(S(=O)(=O)c2ccc(F)cc2)C1)N(Cc1cccs1)C1CC1 (stereo not given) | -2 | 1.8 | 4 | 1.7 | 7 | -0.6 | 1.4 | 5 | -3 | 1 | -29
COc1ccc(/C=N/NC(=S)Nc2cc(S(=O)(=O)N3CCOCC3)ccc2N2CCOCC2)cc1O | 5 | 2.9 | -12 | -1.2 | 2 | 1.0 | 1.7 | -15 | 4 | -1 | 15
O=C(O)c1cc(S(=O)(=O)N2CCCCC2)ccc1F | -4 | 1.9 | -2 | -0.4 | -22 | 2.8 | 1.4 | -2 | 0 | -1 | -12
FC(F)(F)c1nc(SCc2ccc(Cl)cc2Cl)n[nH]1 | -5 | 1.9 | -2 | 0.8 | 9 | 0.7 | -1.9 | -2 | 2 | 1 | 8

Continued; the last two above are carried over.
SMILES | Tat export inh | AddAB inh | PKA-R2B act | Ecoli viability | HTR5A inv ag | CDK5 inh | phage Ecoli inh | PKA-R1A act | HTR5A ag ctr | DAGLB inhibitor | SUMO Mot1 rescue
O=C(O)c1cc(S(=O)(=O)N2CCCCC2)ccc1F | -4 | 1.9 | -2 | -0.4 | -22 | 2.8 | 1.4 | -2 | 0 | -1 | -12
FC(F)(F)c1nc(SCc2ccc(Cl)cc2Cl)n[nH]1 | -5 | 1.9 | -2 | 0.8 | 9 | 0.7 | -1.9 | -2 | 2 | 1 | 8
Cn1c(-c2ccc(F)cc2)cnc1SCC(=O)NNC(=O)Cc1ccccc1 | 10 | 0.8 | / | -4.2 | / | 0.5 | 2.2 | / | / | / | -30
Cc1cc(C)c2c(N)c(C(=O)Nc3ccc([N+](=O)[O-])cc3)sc2n1 | -1 | -0.4 | -5 | 2.9 | 1 | 1.1 | 0.9 | 3 | 0 | -2 | 21
CCCNS(=O)(=O)c1cc(CN2C(=O)c3cccnc3C2=O)ccc1OC | -4 | 1.8 | 0 | -1.5 | 12 | 0.6 | -0.2 | 7 | -3 | -2 | 12
CCOc1ccc(NC(=O)c2ccccc2-c2ccccc2C(=O)O)cc1 | -1 | 3.6 | -10 | 1.5 | 5 | -2.9 | -1.4 | 2 | -2 | -1 | 3
CC(=O)c1cccc(NC(=O)NCc2cccs2)c1 | -4 | 2.8 | 3 | 4.0 | -35 | 0.5 | 3.5 | -7 | 11* | -5 | 8
O=C(CN1CCOc2ccccc21)NC1CC1 | -1 | -2.7 | -4 | -0.7 | 8 | 0.5 | 1.8 | 5 | -3 | 1 | -3
CC(NC(=O)CSC1=NCCS1)c1ccccc1 (stereo not given) | -7 | 1.6 | -1 | -0.4 | 1 | 0.3 | 2.2 | -4 | 0 | -1 | 70
Cc1ccc(S(=O)(=O)c2nc(NCCN(C)C)sc2Cl)cc1 | 2 | 4.0 | -4 | 4.4 | 1 | 1.9 | 0.6 | 13 | 0 | 3 | -10
Cc1ccccc1-c1cc(C(=O)NCc2cccc(C(F)(F)F)c2)n(CC2CC(c3cccnc3)=NO2)n1 (stereo not given) | 5 | -0.9 | -1 | 0.5 | -10 | 3.9 | 1.9 | -3 | 3 | 0 | 10
CCCCn1c(SCC(=O)N2CCN(c3ccccc3)CC2)nc2ccsc2c1=O | 2 | 1.6 | -6 | -0.2 | -13 | 0.0 | / | -1 | 4 | -1 | -22
CCOC(=O)C1=C(CC)Nc2ccccc2N=C1NC(=O)c1cccc(S(=O)(=O)N2CCCC2)c1 | 4 | -0.4 | -5 | -2.3 | -6 | 1.1 | 1.6 | 1 | -1 | -2 | 1
CCCc1nc(SCC(=O)Nc2ccc(S(=O)(=O)N(C)C)cc2)c2ccccc2n1 | -10 | 1.6 | -9 | 0.2 | 5 | -0.6 | 1.3 | -9 | 0 | -6 | -13
CCOC(=O)c1ccc(Nc2nc(N)c3cc(OC)c(OC)cc3n2)cc1 | 1 | -0.2 | -2 | -0.5 | 13 | -0.1 | / | 8 | -4 | -1 | 1
Cc1ccc(C)c(CSC2=NCCN2C(=O)Cc2ccc([N+](=O)[O-])cc2)c1 | -2 | 6.1 | -3 | -0.9 | 5 | 0.9 | 1.2 | 10 | -1 | -3 | 2
CC1=C(C(N)=O)C(c2ccc(F)cc2)n2nc(CCCO)nc2N1 (stereo not given) | -7 | -1.1 | -10 | 0.9 | -6 | 0.7 | 0.2 | 9 | 2 | -2 | 7
OCCOCCn1c(CCNc2nc(-c3ccc(F)cc3)cs2)nc2cc(C(F)(F)F)ccc21 | 14 | 0.0 | -17 | -1.9 | -2 | 2.5 | -0.5 | -2 | 6 | 2 | -2
CCOCCCn1c(=N)c(S(=O)(=O)c2ccccc2)cc2c(=O)n3cc(C)ccc3nc21 | ? | -0.7 | -5 | -1.1 | 10 | 0.7 | 3.0 | 12 | 8 | -2 | 38

Only Tat export inh and CDK5 inh, for 6 of the compounds above:
Structure	Tat export inh	CDK5 inh
Cc1ccc(S(=O)(=O)c2nc(NCCN(C)C)sc2Cl)cc1	2	1.9
Cc1ccccc1-c1cc(C(=O)NCc2cccc(C(F)(F)F)c2)n(CC2CC(c3cccnc3)=NO2)n1 (stereo not given)	5	3.9
CCCCn1c(SCC(=O)N2CCN(c3ccccc3)CC2)nc2ccsc2c1=O	2	0.0
CCOC(=O)C1=C(CC)Nc2ccccc2N=C1NC(=O)c1cccc(S(=O)(=O)N2CCCC2)c1	4	1.1
CCCc1nc(SCC(=O)Nc2ccc(S(=O)(=O)N(C)C)cc2)c2ccccc2n1	-10	-0.6
CCOC(=O)c1ccc(Nc2nc(N)c3cc(OC)c(OC)cc3n2)cc1	1	-0.1
